Tb PFK block = T. brucei PFK enzyme inhibition; O15648; T. brucei PFK, ADP-Glo luminescence; Potency, µM (series often up to 57.5 µM), for the others: at the top dose activity, negative = inhibition, hits mostly inhibitors; hit rate 0.17% among 330,000; AID 485367;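 further: potency means the concentration at half of the fitted maximal effect; 0% = uninhibited 1x PFK enzyme wells and -100% = no-enzyme wells; nearly all actives have a fitted effect of over 60% in size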
Target sequence (O15648 whole entry, looked up): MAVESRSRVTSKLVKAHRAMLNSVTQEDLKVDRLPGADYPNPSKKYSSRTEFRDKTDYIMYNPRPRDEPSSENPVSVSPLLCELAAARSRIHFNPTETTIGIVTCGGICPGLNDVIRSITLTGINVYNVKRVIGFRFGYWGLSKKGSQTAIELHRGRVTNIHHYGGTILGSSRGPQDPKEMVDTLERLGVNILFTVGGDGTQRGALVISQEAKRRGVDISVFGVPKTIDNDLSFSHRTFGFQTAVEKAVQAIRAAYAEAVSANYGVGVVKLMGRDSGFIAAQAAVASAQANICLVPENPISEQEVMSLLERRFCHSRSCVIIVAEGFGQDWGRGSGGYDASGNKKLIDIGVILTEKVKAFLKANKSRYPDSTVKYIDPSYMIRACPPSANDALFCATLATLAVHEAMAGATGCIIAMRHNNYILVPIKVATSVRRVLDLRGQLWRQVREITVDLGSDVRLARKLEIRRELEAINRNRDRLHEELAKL
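Compounds were pin-transferred as a titration series up to 57 uM into substrate buffer (0.5 mM F6P, 0.1 mM ATP, pH 8.0), then 1.25 nM PFK was added and reactions ran 45 min before ADP-Glo detection.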
TCR act = activators of T cell receptors; primary human leukocytes, anti-CD3, IL-2 HTRF, 48 h; Potency, µM (titrated, usually from 9.22 µM), for the others: at the top dose activation of IL-2 secretion, hits mostly activators; 330,000 tested, under 10 active; AID 504894; further: % of control where 0% means no effect
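Compounds are tested in HTS on primary human leukocytes co-incubated with a-CD3 beads for 48 hr. IL-2 output is measured by time-resolved FRET.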
A-T KAP1 phos = potential ataxia-telangiectasia treatments restoring KAP-1 phosphorylation. […] A-T fibroblasts, KAP-1 phosphorylation AlphaLISA; neocarzinostatin DNA damage 30 min before lysis. Potency, µM (highest dose often 57.5 µM), without a hit: at the highest dose activation, usual class: activators. hit rate 0.19% among 320,000; further: potency means the concentration at half of the fitted maximal effect; % of control where 0% means no effect; nearly all actives have a fitted effect of over 45% in size
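ATM-like activity read as KAP-1 phosphorylation via AlphaLISA donor/acceptor antibody pairs after lysis and 6 hr at 25C. Cells were ATM-null patient fibroblasts ([…], hTERT), dosed 60 min, then exposed to the DSB inducer NCS for 30 min.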
Mito fusion yeast = blocks mitochondrial division or promotes mitochondrial fusion; S. cerevisiae fusion-defective mutant growth rescue, CellTiterGlo 48 h; Potency, µM (top dose mostly 46.1 µM), for inactives: at the highest dose growth rescue (activation), usual class: activators; hit rate 0.23% among 320,000; AID 485298;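 further: potency means the concentration at half of the fitted maximal effect; % of control where 0% means no effect; nearly all actives have a fitted effect of over 45% in size; temperature-sensitive fusion mutants such as fzo1-1 at 37 °C on non-fermentable ethanol glycerol medium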
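Yeast fusion mutant, YPEG (non-fermentable carbon), compound, 48 h at 37C non-permissive; CellTiterGlo added, 10 min RT, luminescence read. Rescued growth = division inhibition.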
ELG1 repair inh = inhibitors of ELG1-dependent DNA repair in HEK293T cells; Potency, µM (top dose mostly 46.1 µM), for the others: at the top dose activity change, negative = inhibition, usual class: inhibitors; HEK293T ELG1-luciferase reporter, luminescence, 16 h; DNA damage induced by 5-fluorouridine; hit rate 2.3% among 330,000; further: potency means the concentration at half of the fitted maximal effect; on the % scale 0 is the no-effect control and ±100 the full control effect; nearly all actives have a fitted effect of over 55% in size
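Luminescence from the luciferase reporter, measured 30 min after ONE-Glo reagent at room temperature, was the read-out. Beforehand, 2,000 cells per well were exposed for 16 hr at 37 °C to 5-fluorouridine together with compound or vehicle.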
Chronic BCR inh = inhibitors of chronic active B-cell receptor signaling; ABC-DLBCL IkBa-CBG/CBR reporter, luminescence ratio, 4 h; Potency, µM (titrated, usually from 46.1 µM), for inactives: at the top dose ratio change, negative = lower green/red ratio, hits mostly inhibitors; hit rate 0.05% among 340,000; active means well fitted inhibition curve with a large enough effect in the signal ratio, with a control signal flat, not every such curve was filed as active; inconclusive means small, poorly fitted or top-dose-only effect, or effect the other way, or a change in a side signal; the % refers to the signal ratio;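 further: potency means the concentration at half of the fitted maximal effect; plate controls were basal doxycycline-induced cells for no effect and cells given 10 µM MG132 for full effect; MG132 reads +100%, hits lower the ratio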
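TMD8 human ABC-DLBCL cells with doxycycline-inducible IκBα–green luciferase fusion and unfused red luciferase, in 0.5% FBS medium; compounds up to 46 uM, 4 h at 37C. Green/red luminescence ratio, filter-overlap corrected, fitted to concentration-response curves.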
Eya2 phos inh = Eya2 (human) phosphatase inhibition | Potency, µM (titrated, usually from 76.9 µM), for inactives: at the highest dose activity, negative = inhibition, usual class: inhibitors | hit rate 0.006% among 330,000 | recombinant Eya2, OMFP fluorescence dephosphorylation (OMFP is methylfluorescein phosphate) | AID 488837; further: potency means the concentration at half of the fitted maximal effect; on the % scale 0 is the no-effect control and ±100 the full control effect
Target sequence (O00167 whole entry, looked up): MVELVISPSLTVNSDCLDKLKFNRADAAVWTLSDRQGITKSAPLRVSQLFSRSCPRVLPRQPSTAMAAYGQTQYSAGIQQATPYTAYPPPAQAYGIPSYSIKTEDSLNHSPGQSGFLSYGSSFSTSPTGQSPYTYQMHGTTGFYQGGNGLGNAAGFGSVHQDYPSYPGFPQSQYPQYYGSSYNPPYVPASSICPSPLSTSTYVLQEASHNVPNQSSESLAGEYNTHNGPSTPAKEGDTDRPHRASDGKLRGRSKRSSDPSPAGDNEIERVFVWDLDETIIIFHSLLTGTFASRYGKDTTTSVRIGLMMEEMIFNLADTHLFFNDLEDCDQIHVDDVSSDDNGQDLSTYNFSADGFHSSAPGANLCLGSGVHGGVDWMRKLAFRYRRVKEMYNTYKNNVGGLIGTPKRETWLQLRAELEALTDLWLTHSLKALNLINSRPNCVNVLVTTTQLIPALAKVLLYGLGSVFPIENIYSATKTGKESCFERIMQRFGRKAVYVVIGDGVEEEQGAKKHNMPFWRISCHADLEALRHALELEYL
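Eya2 protein (added as 0.2 uM solution) was preincubated with compound for 10 min at ambient temperature in 50 mM HEPES pH 7.5, 50 mM NaCl, 5 uM MgCl2, 0.05% BSA, 1 mM DTT. OMFP (added at 50 uM) then reacted 10 min; fluorescence read at 485/525 nm.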
PTAP TSG101 blk = blocks PTAP/TSG101 interaction to inhibit HIV-1 budding | Q99816 | Fluorescence polarization, FITC-PTAP peptide / Tsg101 binding | Potency, µM (series often up to 115 µM), without a hit: at the top dose activity change, negative = inhibition, usual class: inhibitors | 340,000 tested, under 10 active | AID 493005; active means well fitted inhibition curve with a large enough effect in the main read-out, with a control signal flat, not every such curve was filed as active; inconclusive means small, poorly fitted or top-dose-only effect, or effect the other way, or a change in a side signal; inactive means no such curve, though single readings can be large or run the other way; further: potency means the concentration at half of the fitted maximal effect; % of control where 0% means no effect
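Compounds were pin-transferred onto Tsg101 binding domain (10 uM final) in HEPES pH 7.5 buffer, then FITC-PTAP peptide was added at 50 nM final. After 20 min at RT, polarization reported peptide displacement across a qHTS concentration series.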
Integrin act MD = integrin-mediated muscular dystrophy alleviation activation | hit rate 0.064% among 350,000 | alpha7betagal myoblasts, beta-gal FDG fluorescence, 48 h | Potency, µM (titrated, usually from 38.3 µM), for the others: at the top dose activation, most hits filed as activators;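 further: potency means the concentration at half of the fitted maximal effect; 100% = response of the positive control SU9516; nearly all actives have a fitted effect of over 60% in size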
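Alpha7betagal+/- myoblasts (passage 13) were plated 16-24 hr, then exposed to compounds (1:260 dilution of DMSO stock) for 48 hours at 37C. After MPER lysis, β-galactosidase reporter activity was read as FDG fluorescence (ex 480/em 540) after 30 minutes.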
ASM inhibitor = human S-ASM enzyme inhibition | P17405 | placental ASM, HMU-PC fluorogenic substrate, 60 min | Potency, µM (highest dose often 57.5 µM), inactives show at the highest dose activity change, negative = inhibition, hits mostly inhibitors | hit rate 0.006% among 340,000 | AID 504937; further: potency means the concentration at half of the fitted maximal effect
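Fluorescence read-out (Ex 386 nm, Em 447 nm) after stopping the reaction at pH 10. Enzyme: ASM from human placenta; substrate HMU-PC0, 9 uM final; 60 min, 37 °C. Compound preincubation 10 min, ambient temperature.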
TSHR antagonist = human thyrotropin receptor antagonism; P16473; TSHR-expressing cells, TSH-stimulated cAMP HTRF, 2 h; active compounds read low; activity change, negative = inhibition, % at 11.5 µM; hit rate 0.2% among 330,000;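 active means activity change below a set negative limit, meaning inhibition stronger than a set level, cut at about -70% in these data; inconclusive means activity change between two set negative limits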; further: on the % scale 0 is the no-effect control and ±100 the full control effect
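Inhibition of cAMP made by TSHR-expressing cells under TSH stimulation (4nM final, EC80; 2 h, 37 deg C) is quantified with a one-step lysis HTRF kit, anti-cAMP cryptate versus cAMP-d2.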
Numbers without * were called inactive; ? = inconclusive; / = no result given; [ ] = remark or other dose. Unless noted, the call rests on the fitted dose curve; in most records, active means well fitted curve in the direction sought with a large enough effect; inconclusive means small, poorly fitted or top-dose-only effect, or another doubt; inactive means no such curve, though single readings can be large; an effect the other way counts as inactive or inconclusive.

SMILES	Tb PFK block	TCR act	A-T KAP1 phos	Mito fusion yeast	ELG1 repair inh	Chronic BCR inh	Eya2 phos inh	PTAP TSG101 blk	Integrin act MD	ASM inhibitor	TSHR antagonist
CCN(c1ccccc1)S(=O)(=O)c1cc(NC(=O)COC(=O)C2CC2)ccc1Cl	-5%	0%	1%	11%	?	9%	-16%	-3%	-15%	2%	7
NC(=O)C1CCN(C(=O)C2CCN(C(=O)Nc3ccccc3)CC2)CC1	0%	4%	4%	-5%	18%	-6%	20%	-2%	1%	1%	-1
O=C1c2ccccc2C(=O)N1CC1=CCS(=O)(=O)C1	0%	-2%	10%	0%	-1%	2%	10%	-2%	23%	3%	-3
[N-]=[N+]=CC(=O)C(Cc1ccccc1)N1C(=O)c2ccccc2C1=O (stereo not given)	0%	-1%	-3%	1%	5%	-2%	3%	-6%	5%	0%	7
c1ccc2c(c1)nnn2CNc1nccs1	0%	/	-3%	-2%	12%	-1%	9%	-1%	15%	7%	7
CSc1ccccc1C(=O)NCCSC(C)(C)C	-7%	-6%	-5%	-5%	?	4%	-11%	-4%	17%[7.66 µM]	5%	10
CC(C)(C)n1nnnc1C(c1cccs1)N(Cc1ccccc1)Cc1cccnc1 (stereo not given)	6%	2%	14%	1%	4%	0%	-3%	1%	8%	0%	2
CC(Oc1ccccc1)C(=O)OCC(=O)Nc1ccc2c(c1)OCO2 (stereo not given)	-8%	0%	11%	/	9%	-3%	-19%	0%	17%	-1%	-7
CC(Sc1nnc(-c2ccco2)o1)C(=O)NCCC1=CCCCC1 (stereo not given)	-2%	-2%	9%	24%	5%	2%	-4%	-1%	-15%	-1%	-9
O=c1[nH]c(Cc2ccccc2)nc2c1oc1ccccc12	-1%	-4%	11%	-4%[1.84 µM]	1%	?	5%	-4%	-10%	0%	-7
CCOC(=O)C(CC)Sc1ncnc2c1nnn2-c1ccc(F)cc1 (stereo not given)	1%	-5%	7%	2%	16%	1%	16%	-2%	-30%	2%	-25
CCCS(=O)(=O)c1nc(S(=O)(=O)c2ccc(C)cc2)c(N2CCCC2)s1	-4%	12%	-7%	5%	-8%	6%	-2%	-1%	?	0%	5
NC(=O)CSc1nnc(-c2cc3ccccc3o2)n1Cc1ccccc1	0%	29%	-3%	-4%	-27%	6%	-13%	2%	19%	0%	-2
COc1cccc(C(=O)O[C@@H]2[C@H](Cc3ccccc3)NS(=O)(=O)[C@H]3C[C@@H]4C=C[C@]23O4)c1	-9%	1%	13%	-4%	11%	5%	-4%	1%	14%	-3%	-5
COC(=O)C1=CC(C(=O)c2cccs2)=NN(c2ccc(OC)cc2)C1C(=O)OC (stereo not given)	9%	0%[46.1 µM]	0%	18µM*	0%	-5%	0%	-7%	-1%	-12%	-10
COc1cccc(-n2cnc(=O)c3cccnc32)c1	-2%	2%[46.1 µM]	2%	-2%	16%	0%	2%	3%	13%	-3%	1
CCNC(=O)N(CC)C[C@H]1N[C@@](C)(C(=O)OC)[C@H]2C(=O)N(Cc3ccccc3)C(=O)[C@@H]12	2%	-2%	9%	/	19%	-1%	5%	-5%	14%	5%	-9
O=C1C(Cl)=C(N2CCOCC2)C(=O)N1c1ccccc1	12%	2%	-6%	-5%	2%	-1%	27%	-3%	-53%[inhibitor]	1%	8
CC1(C)CC(CC(=O)O)C(=O)O1 (stereo not given)	0%	-2%	/	-2%	24%	2%	9%	-6%	12%	9%	18
Cc1ccc([N+](=O)[O-])c(C)[n+]1C	-14%	-5%	9%	7%	-7%	1%	-14%	0%	-7%	-3%	5
COc1ccc(CCNC(=S)N2CCN(S(=O)(=O)c3ccc(Cl)cc3)CC2)cc1	0%	2%	7%	0%	12%	4%	7%	/	-4%	0%	8
O=S(=O)([O-])C(c1ccccc1)[n+]1ccccc1 (stereo not given)	-7%	0%	3%	3%	?	4%	16%	0%	11%	-1%	-2
CC1CN(C(=O)Cn2cc(S(=O)(=O)CC(=O)N(C)c3ccccc3)c3ccccc32)CC(C)O1 (stereo not given)	2%	1%	4%	3%	-9%	-1%	-18%	-5%	-30%	4%	3
Nc1ccccc1-n1c(=O)n(Cc2ccccc2F)c(=O)c2[nH]cnc21	2%	-2%	-10%	7%	21%	0%	4%	-4%	8%	3%	-8
Cn1c(CS(=O)Cc2c(Cl)cccc2Cl)nnc1SCc1c(Cl)cccc1Cl (stereo not given)	-7%	3%	-6%	12%	?	-3%	-7%	5%	6%[7.66 µM]	5%	-3
Fc1cccc(F)c1/C=C/c1ccc2ccccc2n1	10%	-3%[46.1 µM]	9%	2%	?	?	-11%	0%	-32%	-1%	1
O=C(CCC(=O)N1CCN(c2ccccn2)CC1)c1cccs1	0%	-4%	34%	/	?	0%	-30%	-1%	14%	-12%	2
Cc1ccc(CNC(=O)CCS(=O)(=O)c2cc3c(cc2Cl)NC(=O)CO3)cc1	0%	-3%	-5%	0%	14%	6%	7%	-3%	-2%	-2%	-8
Cc1cc2c(cc1C)[n+](C)cn2CC(O)COCC1CC=CCC1 (stereo not given)	1%	-7%	-5%	1%	?	-3%	-10%	5%	-38%	-1%	-4
Oc1ccc(/C=N/Nc2ccnc3cc(Cl)ccc23)c(O)c1O	0%	-2%	0%	1%	3%	1%	1%	-10%	-16%	-3%	-5
C[n+]1ccc(C(=O)NCc2ccccc2)cc1	-3%	/	13%	-3%	-3%	-2%	14%	-7%	0%	2%	1
CCC(C)N1CC23C=CC(O2)C(C(=O)OC)C3C1=O (stereo not given)	0%	-4%	-3%	-4%	?	-1%	7%	0%	2%	6%	3
O=C(O)c1cccc(S(=O)(=O)N2CCC(Cc3ccccc3)CC2)c1	-2%	-2%	6%	1%	-2%	6%	-4%	-1%	15%	3%	-7
N/C(=N\OC(=O)Cc1cccs1)c1ccc([N+](=O)[O-])cc1	0%	6%[46.1 µM]	0%	9%	?	?	-2%	-2%	16%	1%	-9
CCOc1cc(Cl)c(CNCCCN2CCOCC2)cc1OC	-6%	/	6%	2%	-25%	-1%	7%	1%	3%	0%	-10

Structures from the list above containing a Cl atom:
SMILES	Tb PFK block	TCR act	A-T KAP1 phos	Mito fusion yeast	ELG1 repair inh	Chronic BCR inh	Eya2 phos inh	PTAP TSG101 blk	Integrin act MD	ASM inhibitor	TSHR antagonist
CCN(c1ccccc1)S(=O)(=O)c1cc(NC(=O)COC(=O)C2CC2)ccc1Cl	-5%	0%	1%	11%	?	9%	-16%	-3%	-15%	2%	7
O=C1C(Cl)=C(N2CCOCC2)C(=O)N1c1ccccc1	12%	2%	-6%	-5%	2%	-1%	27%	-3%	-53%[inhibitor]	1%	8
COc1ccc(CCNC(=S)N2CCN(S(=O)(=O)c3ccc(Cl)cc3)CC2)cc1	0%	2%	7%	0%	12%	4%	7%	/	-4%	0%	8
Cn1c(CS(=O)Cc2c(Cl)cccc2Cl)nnc1SCc1c(Cl)cccc1Cl (stereo not given)	-7%	3%	-6%	12%	?	-3%	-7%	5%	6%[7.66 µM]	5%	-3
Cc1ccc(CNC(=O)CCS(=O)(=O)c2cc3c(cc2Cl)NC(=O)CO3)cc1	0%	-3%	-5%	0%	14%	6%	7%	-3%	-2%	-2%	-8
Oc1ccc(/C=N/Nc2ccnc3cc(Cl)ccc23)c(O)c1O	0%	-2%	0%	1%	3%	1%	1%	-10%	-16%	-3%	-5
CCOc1cc(Cl)c(CNCCCN2CCOCC2)cc1OC	-6%	/	6%	2%	-25%	-1%	7%	1%	3%	0%	-10

Screens (PubChem BioAssay)

This is a random part of the collection; about 3.2% have a hit in one of these screens.
